IL1B NFkB inh = blocks IL-1B driven NFkB nuclear translocation in HUVEC cells. HUVEC IL-1B NFkB p65 nuclear translocation imaging. inhibition, % at 2 µM. 0.43% of 94,000 active;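 active means inhibition above about 30% together with a positive call from visual inspection of the well image, limit read from the data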;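 further: nuclear over cytoplasmic p65 intensity ratio measured by imaging; 0% = IL-1B stimulated DMSO wells and 100% = unstimulated DMSO wells; values of inactives mirror those of a sister screen read the other way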
Bcl-B TR3 displacers = displacers of TR3 peptide from Bcl-B, primary screen, selectivity assay for Bfl-1 inhibitor project, biochemical, fluorescence polarization. FP displacement of FITC-TR3 peptide from Bcl-B; higher % means a stronger effect. displacement, % at 20 µM, or IC50 in µM where a hit was titrated. 0.11% of 96,000 active. AID 748;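 active means displacement above 50% at 20 µM plus a fluorescence interference ratio under 1.5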;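 further: plate controls were wells without compound for no effect and wells lacking Bcl-B protein for full effect; a part of the inactive calls stands beside numbers as strong as those of hits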
PLAP inhibition = PLAP enzyme inhibitors, biochemical, luminescence, HTS (AID 690); one-dose inhibition, % at 20 µM; IC50 in µM for titrated hits; 0.08% of 96,000 active; purified PLAP, luminescent substrate; higher % means a stronger effect; in the data active means a potency from the dose series; inactive means the rest, 99 in 100 with inhibition below about 30%; further: strong numbers were not always called active
IL1B NFkB pot = enhances IL-1B driven NFkB nuclear translocation; HUVEC IL-1B NFkB p65 nuclear translocation imaging; activation, % at 2 µM; 0.3% of 94,000 active; AID 819;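 active means activation above 40%, about the mean plus 3 SD, also judged a hit on visual image review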;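 further: percent activation is computed from the nuclear over cytoplasmic p65 intensity ratio; values of inactives mirror those of a sister screen read the other way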
MRP resist rev = reverses drug resistance mediated by MRP. 0.04% of 85,000 active. differential viability (reversal), % at 10 µM. AID 602. H69AR cells + 2 uM doxorubicin, CellTiter-Glo, 72 h;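 active means viability drop by adding the cancer drug above about 55%, with treated viability meeting a 40% cutoff, limit read from the data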;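 further: viability without doxorubicin minus viability with 2 µM doxorubicin for each compound; larger differential means the compound sensitizes cells more to doxorubicin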
MRP resist rev cytotoxicity = recorded beside MRP resist rev, whose call it bears; viability, %; H69AR cells, CellTiter-Glo, 72 h; measured here: cytotoxicity without doxorubicin
MRP resist rev with doxorubicin = further read-out of MRP resist rev, marked with its call; viability, %; measured here: viability with 2 uM doxorubicin; active compounds read low
IL1B NFkB inh cell count 2 µM = further read-out of IL1B NFkB inh, marked with its call; cell count; measured here: cells passing quality filter;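 raw number of nuclei counted in each imaged well without normalization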
IL1B NFkB pot cell count 2 µM = recorded beside IL1B NFkB pot, whose call it bears; cell count; measured here: cells passing quality filter
Numbers without * were called inactive; · = not tested or not shown. Only part of the results is shown; rates above refer to the full screens.

SMILES	IL1B NFkB inh	IL1B NFkB inh cell count 2 µM	Bcl-B TR3 displacers	PLAP inhibition	IL1B NFkB pot	IL1B NFkB pot cell count 2 µM	MRP resist rev	MRP resist rev cytotoxicity	MRP resist rev with doxorubicin
O=C(Nc1cccc(C(F)(F)F)c1)N(Cc1ccc(Cl)cc1)CC(O)C(F)(F)F (configuration not stated)	2.3	161	-8.4%	19.6%	-2.3	161	·	·	·
CS(=O)(=O)N1CCc2cc(-c3csc(NC(=O)Cc4ccccc4)n3)ccc21	-32.7	128	·	·	32.7	128	3.9	79.0	75.2
CSc1nc2c(c(=O)[nH]c(=O)n2C)n1C/C=C(\C)Cl	-4.8	135	7.1%	-68.6%	4.8	135	-6.4	76.3	82.7
CC1(C)Cc2c(c(N3CCOCC3)nc3sc4c(NCc5ccccc5)nnnc4c23)CS1	16.9	174	-34.4%	-38.7%	-16.9	174	0.5	2.0	1.5
O=C(c1ccco1)N1CCN(S(=O)(=O)c2ccc3c(c2)OCCO3)CC1	-21.6	185	7.4%	-59.9%	21.6	185	5.3	91.7	86.4
O=C(NCCN1Cc2ccccc2C1=O)c1cccs1	-1.1	75	-1.9%	18.3%	1.1	75	-0.6	95.1	95.7
Cn1nnc2cc(NC(=O)NCc3ccc4c(c3)OCO4)ccc21	-15.9	112	-6.5%	-36.1%	15.9	112	11.6	92.7	81.1
CC1=CCC2C(=O)N(CCc3c[nH]c4ccccc34)C(=O)C2C1 (configuration not stated)	-30.0	137	·	·	30.0	137	-23.9	61.5	85.5
CCN=C1SC(CC(=O)NCCc2ccc(OC)c(OC)c2)C(=O)N1CC (configuration not stated)	-2.9	162	1.0%	3.1%	2.9	162	10.8	93.9	83.1
CCOC(=O)c1cnc(-n2nc(C)cc2C)nc1NC	2.5	103	13.3%	-64.0%	-2.5	103	6.1	95.1	89.0
CC(C)NC(=O)COC(=O)c1ccc(O)cc1	·	·	2.2%	3.3%	·	·	2.4	97.8	95.4
CS(=O)(=O)N(Cc1nc2sc3c(c2c(=O)[nH]1)CCCC3)C1CCCCC1	-8.2	136	·	·	8.2	136	-57.5	16.8	74.2
CCCC(=O)C1=C(O)C(C(=O)OC)C(C)(C)CC1=Nc1ccc(N)cc1 (configuration not stated)	·	·	12.3%	-9.7%	·	·	-18.4	81.2	99.6
Clc1ccc(COn2c(-c3ccc(Cl)cc3)nc3ccccc32)cc1	-9.3	180	6.8%	15.9%	9.3	180	·	·	·
CCOC(=O)c1sc(NC(=O)CCN2CCOCC2)c(C(=O)OCC)c1C	-3.9	182	-13.1%	-42.6%	3.9	182	14.1	45.7	31.6
CS(=O)(=O)Nn1cnc2ccccc2c1=O	-20.1	155	3.7%	22.8%	20.1	155	15.1	96.1	81.0
COc1ccc2ccc(Oc3ncccn3)cc2c1	-0.6	174	2.0%	8.9%	0.6	174	19.9	96.7	76.8
O=C(NCc1ccc(F)cc1)c1c(O)c2cccc3c2n(c1=O)CCC3	·	·	0.7%	10.4%	·	·	-13.8	78.3	92.0
Cc1nnc(SCCn2c(N(C)Cc3ccccc3)nc3c2c(=O)[nH]c(=O)n3C)s1	-11.5	101	6.4%	20.6%	11.5	101	1.3	69.0	67.7
Cc1cc(NC(=O)CCc2ccc(C)o2)no1	-20.8	111	0.4%	-16.7%	20.8	111	27.0	97.6	70.6
Cc1ccc(C2Nc3ccccc3C(=O)N2Cc2ccco2)cc1 (configuration not stated)	3.2	179	-4.0%	-0.2%	-3.2	179	-43.3	29.8	73.1
C=CCc1cccc2cc(C(=O)N(C)C)c(=O)oc12	7.9	151	-2.2%	-36.3%	-7.9	151	-2.6	89.3	92.0
O=c1ccc(S(=O)(=O)N2CCC(Cc3ccccc3)CC2)c[nH]1	-24.5	169	-0.9%	1.8%	24.5	169	-1.4	94.5	95.9
O=C(Nc1ccccc1Cl)c1cccc(COc2cc(Cl)ccc2Cl)c1	5.5	145	6.1%	16.2%	-5.5	145	·	·	·
O=C(CCl)Nc1ccc(Oc2cnc3ccccc3n2)cc1	-8.0	195	-1.5%	8.3%	8.0	195	·	·	·
CN1CCN(C(=O)c2cccc(COc3cc(Cl)ccc3Cl)c2)CC1	10.7	154	·	·	-10.7	154	·	·	·
CN(Cc1cccs1)C(=O)COc1cccc(-n2cnnn2)c1	-1.3	92	1.9%	12.4%	1.3	92	3.5	88.4	84.8
O=C(NC1CCCCC1)C1CCN(c2nccs2)CC1	-12.1	129	-2.3%	7.3%	12.1	129	-12.8	88.6	101.4
O=C(c1ccccc1)c1nnc(-c2ccncc2)o1	-9.6	110	1.7%	-22.4%	9.6	110	13.7	100.8	87.1
Cc1cc(C)n2nc(-c3sccc3-n3c(C)ccc3C)cc2n1	-2.3	202	-4.6%	-9.4%	2.3	202	·	·	·
COc1ccc2[nH]c(=O)c(CN(C(=O)c3ccncc3)C(C)(C)C)cc2c1	-13.2	106	-3.5%	-14.5%	13.2	106	-9.3	77.4	86.7
COc1ccc(Br)cc1S(=O)(=O)N1CCCC1	-28.6	88	·	·	28.6	88	15.7	105.0	89.3
O=C(c1ccccc1)N1CCN(c2ccc(Cl)cc2)CC1	-34.0	96	-5.2%	-57.3%	34.0	96	7.4	101.5	94.1
Cn1c(=O)c(-c2ccccc2N)nc2ccccc21	-35.9	118	-2.4%	20.3%	35.9	118	-0.5	86.0	86.5
CCS(=O)(=O)c1ccc2oc(Nc3ccccc3C)nc2c1	12.6	180	-7.6%	-25.2%	-12.6	180	6.2	77.3	71.1
Cc1cccn2c(=O)c3cc(C#N)c(=N)n(Cc4cccnc4)c3nc12	-17.6	174	·	·	17.6	174	2.5	58.8	56.3
CCc1nc(SCc2ccc(F)cc2)[nH]c(=O)c1C#N	1.7	126	·	·	-1.7	126	16.9	96.0	79.1
O=C(O/N=C1/CCSc2ccccc21)c1ccccc1	-12.5	178	-6.5%	17.3%	12.5	178	·	·	·
CCn1c2ccccc2c2nnc(SCC(=O)N3CC(C)OC(C)C3)nc21 (configuration not stated)	1.2	192	6.4%	-52.7%	-1.2	192	11.8	83.5	71.7
CC(=O)n1nc(-c2ccco2)nc1N	0.0	87	0.0%	4.8%	0.0	87	-8.7	89.7	98.4
COc1ccc(NC(=O)CN2CCC(NC(=O)C3CCCCC3)CC2)cc1	0.9	104	6.1%	-10.4%	-0.9	104	23.3	96.9	73.7
Cc1cccc(-n2c(Cc3cc(=O)[nH]c(=O)[nH]3)nnc2SCC(=O)NCC2CCCO2)c1 (configuration not stated)	-5.5	157	-7.5%	-18.6%	5.5	157	-6.7	93.5	100.1
CSc1cccc(NC(=O)CN(c2cc(C)ccc2C)S(C)(=O)=O)c1	-4.6	181	8.8%	-24.8%	4.6	181	2.1	77.8	75.7
Cc1ccc(-c2[nH]c3ccccc3c2C(C[N+](=O)[O-])c2ccco2)cc1 (configuration not stated)	1.9	149	-1.0%	-21.8%	-1.9	149	-1.1	85.8	86.9
O=C(CC1Oc2ccccc2NC1=O)NCCCN1CCCC1=O (configuration not stated)	7.9	190	5.4%	-3.5%	-7.9	190	6.0	88.9	83.0

Reformatted: results already given.
O=C(NCCN1Cc2ccccc2C1=O)c1cccs1
  IL1B NFkB inh = -1.1; IL1B NFkB inh cell count 2 µM = 75; Bcl-B TR3 displacers = -1.9%; PLAP inhibition = 18.3%; IL1B NFkB pot = 1.1; IL1B NFkB pot cell count 2 µM = 75; MRP resist rev = -0.6; MRP resist rev cytotoxicity = 95.1; MRP resist rev with doxorubicin = 95.7

Cn1nnc2cc(NC(=O)NCc3ccc4c(c3)OCO4)ccc21
  IL1B NFkB inh = -15.9; IL1B NFkB inh cell count 2 µM = 112; Bcl-B TR3 displacers = -6.5%; PLAP inhibition = -36.1%; IL1B NFkB pot = 15.9; IL1B NFkB pot cell count 2 µM = 112; MRP resist rev = 11.6; MRP resist rev cytotoxicity = 92.7; MRP resist rev with doxorubicin = 81.1

CC1=CCC2C(=O)N(CCc3c[nH]c4ccccc34)C(=O)C2C1 (configuration not stated)
  IL1B NFkB inh = -30.0; IL1B NFkB inh cell count 2 µM = 137; Bcl-B TR3 displacers = ·; PLAP inhibition = ·; IL1B NFkB pot = 30.0; IL1B NFkB pot cell count 2 µM = 137; MRP resist rev = -23.9; MRP resist rev cytotoxicity = 61.5; MRP resist rev with doxorubicin = 85.5

Next records follow:
SMILES	IL1B NFkB inh	IL1B NFkB inh cell count 2 µM	Bcl-B TR3 displacers	PLAP inhibition	IL1B NFkB pot	IL1B NFkB pot cell count 2 µM	MRP resist rev	MRP resist rev cytotoxicity	MRP resist rev with doxorubicin
CCCn1nnnc1NC(=O)c1ccc(C)cc1Cl	-21.2	141	-6.4%	9.7%	21.2	141	·	·	·
Cc1ccccc1NC1=C(Cl)C(=O)OC1OC(C)C (configuration not stated)	-0.8	187	-1.3%	6.2%	0.8	187	·	·	·
CC12CCC(C(=O)Nc3cccnc3)(CC1=O)C2(C)C (configuration not stated)	8.8	173	-5.9%	18.0%	-8.8	173	-2.3	95.8	98.1
COc1ccc(NC(=O)CSc2nncn2C)cc1OC	8.2	84	·	·	-8.2	84	9.4	94.0	84.7
CCCCCn1c2nc3ccccc3nc2c2c(=O)n(CC(C)C)cnc21	0.9	171	-12.4%	25.0%	-0.9	171	-3.0	83.7	86.7
CC(=O)c1cccc(NC(=O)CSCc2ccccc2)c1	-3.5	109	-5.2%	2.1%	3.5	109	·	·	·
Fc1ccc(C2CC(c3ccccc3)Nc3ncnn32)cc1 (configuration not stated)	1.4	141	1.4%	-3.5%	-1.4	141	8.0	92.4	84.4
CCOc1ccc(Cc2nn[nH]n2)cc1	4.4	153	-1.1%	2.2%	-4.4	153	2.7	86.4	83.7
Cc1ccccc1OCCN1C(=O)NC2(CCc3ccccc32)C1=O (configuration not stated)	-12.9	167	-10.8%	-25.1%	12.8	167	0.9	91.3	90.5
O=C(CSc1nccn1-c1ccc(F)cc1)Nc1ccc2c(c1)OCO2	-34.1	210	5.8%	-33.0%	34.1	210	6.9	101.2	94.3
COc1cc2c(cc1OC)C(C(=O)Nc1ccc3c(c1)OCCO3)C1c3ccccc3CCN1C2=O (configuration not stated)	9.4	123	0.4%	-199.5%	-9.4	123	17.9	104.4	86.5
CC(=O)NC(CCS(C)(=O)=O)C(=O)Nc1c(C)cccc1C (configuration not stated)	·	·	-2.5%	-6.8%	·	·	15.6	103.2	87.5
O=C(CN1CC(=O)Oc2ccccc21)OCC(=O)c1cccc(Br)c1	-2.0	107	3.5%	-52.1%	2.0	107	-12.6	69.4	81.9
O=C(Oc1ccc2c(c1)CCC2)N1CCOCC1	10.9	109	-0.5%	2.4%	-10.9	109	15.8	100.8	85.0
COc1ccc(S(=O)(=O)NC2CCCC2)cc1Br	-9.5	101	5.6%	24.5%	9.5	101	8.5	91.5	83.0
COc1ccccc1N1CCN(CCCCOc2ccc(F)cc2)CC1	-6.7	178	1.2%	-62.0%	6.7	178	2.4	72.9	70.5
CCN(c1ccccc1)S(=O)(=O)c1cccc(C(=O)O)c1	-8.4	132	2.2%	-22.7%	8.4	132	7.7	103.0	95.3
Cc1ccc(-c2noc(CSc3nnc(Cc4ccccc4)n3-c3cccc(C)c3)n2)cc1	0.2	152	-11.7%	-37.7%	-0.2	152	-16.3	20.0	36.2
CCN1CCN(Cc2c(C)[nH]c3ccc(OC)cc3c2=O)CC1	2.0	84	-11.1%	11.8%	-2.0	84	18.0	100.8	82.8
CCOC(=O)N1CCC(N2CCN(S(=O)(=O)c3ccc4ccccc4c3)CC2)CC1	-3.2	147	-8.0%	-60.6%	3.2	147	·	·	·
Cc1nn2c(=O)c(NC(=O)c3ccc(F)cc3)cnc2s1	2.9	123	-5.4%	20.2%	-2.9	123	5.1	108.1	103.0
COC(=O)N1CCN(c2ccc(OC)cc2)CC1	-17.5	138	-5.9%	-24.1%	17.5	138	9.6	103.3	93.6
